HepG2 tox – HepG2 cytotoxicity, counter-screen for TGF-b inhibitors; HepG2 CAGA-GFP viability, ATP luminescence, 18 h; Potency, µM (titrated, usually from 46.1 µM), for the others: at the top dose activity change, negative = cytotoxicity, actives largely listed as cytotoxic; 410,000 compounds, 0.76% hits; AID 588856; also: potency is read from the fitted curve at half-maximal effect; some results filed as inactive show a strong effect at the top dose
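CellTiter-Glo luminescence gave cytotoxicity after 18 hours at 37 degrees C. The cells were HepG2 CAGA-GFP in 1% FBS DMEM, stimulated with 500 pg/mL TGF-beta after compound addition. %Activity was normalised to no-cell wells (complete cell-killing) and DMSO (no toxicity), and curves were fitted and classified.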
TGFb inhibitor – blocks TGF-b signaling | HepG2 CAGA-GFP TGF-b/SMAD3 reporter, GFP fluorescence, 18 h; TGF-beta stimulated, 500 pg/mL final | Potency, µM (doses to about 46.1 µM), for the others: top-dose activity, negative = inhibition, hits mostly inhibitors | AID 588855 | 410,000 compounds, 1.2% hits; also: potency is read from the fitted curve at half-maximal effect; % is scaled to controls: 0 for no effect and ±100 for the full control effect; nearly all actives have a fitted effect of over 65% in size
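Smad-responsive CAGA-GFP expression was quantified in HEPG2 cells exposed to compounds and 500 pg/mL final TGF-beta for 18 h at 37 degrees C; unstimulated wells defined full inhibition.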
EPAC2 agonist – EPAC2 (human) agonism; 360,000 compounds, 0.079% hits; Q8WZA2; EPAC2 activation, biochemical qHTS; response scale: 100% = 6.5 mM cAMP response; Potency, µM (series often up to 154 µM), for the others: at the highest dose activation, actives largely listed as activators; also: potency is read from the fitted curve at half-maximal effect; nearly all actives have a fitted effect of over 50% in size
Target sequence (Q8WZA2 whole entry, looked up): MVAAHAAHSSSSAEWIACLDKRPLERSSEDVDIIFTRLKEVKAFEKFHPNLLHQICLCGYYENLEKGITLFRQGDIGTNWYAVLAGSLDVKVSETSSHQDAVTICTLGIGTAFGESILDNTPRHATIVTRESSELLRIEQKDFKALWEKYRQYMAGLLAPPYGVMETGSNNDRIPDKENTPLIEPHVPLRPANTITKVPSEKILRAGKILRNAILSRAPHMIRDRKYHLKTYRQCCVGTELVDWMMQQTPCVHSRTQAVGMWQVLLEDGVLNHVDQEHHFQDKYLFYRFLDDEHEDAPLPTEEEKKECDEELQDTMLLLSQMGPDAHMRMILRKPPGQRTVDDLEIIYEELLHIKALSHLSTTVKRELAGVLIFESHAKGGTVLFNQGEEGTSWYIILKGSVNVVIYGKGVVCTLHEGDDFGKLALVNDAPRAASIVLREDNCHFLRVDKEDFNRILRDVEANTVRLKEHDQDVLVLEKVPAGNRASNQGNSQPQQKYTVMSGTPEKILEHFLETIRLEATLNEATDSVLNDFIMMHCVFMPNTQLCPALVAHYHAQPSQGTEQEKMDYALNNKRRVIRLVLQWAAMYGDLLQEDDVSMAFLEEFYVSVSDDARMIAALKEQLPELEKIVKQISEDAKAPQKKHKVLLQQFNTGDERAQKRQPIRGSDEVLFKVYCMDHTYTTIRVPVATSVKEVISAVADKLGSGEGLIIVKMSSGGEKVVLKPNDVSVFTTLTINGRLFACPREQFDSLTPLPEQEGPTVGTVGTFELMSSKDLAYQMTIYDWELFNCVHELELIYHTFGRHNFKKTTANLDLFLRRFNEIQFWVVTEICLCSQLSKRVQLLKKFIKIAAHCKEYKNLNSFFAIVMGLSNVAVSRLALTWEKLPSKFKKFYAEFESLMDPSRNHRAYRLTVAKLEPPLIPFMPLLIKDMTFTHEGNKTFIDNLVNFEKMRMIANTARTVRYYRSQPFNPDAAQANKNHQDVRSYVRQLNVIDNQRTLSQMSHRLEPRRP
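Compounds were titrated in qHTS against a Rap1B-BODIPY-GDP (250 nM) complex with EPAC2 (100 nM) and GDP (50 uM). BODIPY-GDP release tracked at 480/540 nm over 30 min at room temperature, normalized to 6.5 mM cAMP.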
ATXN2 expr inh – reduces ATXN2 reporter expression in HEK-293 cells; HEK-293 ATXN2-luciferase reporter, luminescence, 24 h; 360,000 compounds, 0.72% hits; Potency, µM (titrated, usually from 57 µM), inactives show at the top dose activity change, negative = inhibition, actives largely listed as inhibitors; also: potency is read from the fitted curve at half-maximal effect; % is scaled to controls: 0 for no effect and ±100 for the full control effect; nearly all actives have a fitted effect of over 55% in size
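qHTS (up to 57 uM final) was run with 24 h compound exposure of reporter cells at 37 °C. Each well was multiplexed: SteadyGlo luminescence measured ATXN2-luciferase expression after a fluorogenic Gly-Phe-AFC viability readout (25 uM final).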
S2 tox – cell viability loss in ATXN counter-screen. S2 cells (HEK-293 line with an ATXN2-luciferase reporter) viability, CellTiter-Fluor protease fluorescence, 24 h. Potency, µM (top dose mostly 56.7 µM), hits mostly cytotoxic. 400,000 compounds, 0.49% hits. AID 651635; also: potency is read from the fitted curve at half-maximal effect; nearly all actives have a fitted effect of over 40% in size
Nrf2 block – blocks Nrf2 signaling; AID 504444; A549 ARE-Fluc reporter, luciferase luminescence, 18-24 h; Potency, µM (doses to about 46 µM), for inactives: top-dose activity change, negative = inhibition, usual class: inhibitors; 360,000 compounds, 2.1% hits; also: potency is read from the fitted curve at half-maximal effect; % is scaled to controls: 0 for no effect and ±100 for the full control effect; nearly all actives have a fitted effect of over 60% in size
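Two sequential reads on A549 ARE_Fluc cells exposed to compound for 18-24 h: a CellTiter-Fluor fluorescence read for viability, then a luciferase luminescence read for Nrf2/ARE activity.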
IL-2 act – IL-2 activation; IL-2 activation reporter assay, cell-based qHTS; stimulated with anti-CD3/CD4/CD28 beads; in transgenic mouse T cells; activation, % (series mostly up to about 46 µM); 360,000 compounds, 0.065% hits; in the data active = activation above about 50%; inconclusive = mostly about 30% to 49%; also: 0% is about no effect
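Readout: EGFP and DsRed signals by fluorescent plate cytometry. Unstimulated transgenic mouse T cells received compound 60 min before antibody-bead stimulation, then incubated 18 h at 37 degrees C.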
Nrf2 activator – Nrf2 pathway activation; 410,000 compounds, 0.31% hits; AREc32 ARE-luciferase reporter (MCF7-derived line), luminescence, 24 h; Potency, µM (series often up to 46.1 µM), without a hit: at the highest dose activation, actives largely listed as activators; also: potency is read from the fitted curve at half-maximal effect; % of control where 0% means no effect; nearly all actives have a fitted effect of over 65% in size
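For detection, Steady-Glo was added and plates sat 30 min at RT; before that, AREc32_Fluc cells grown overnight in OPTI-MEM/5% FBS had been treated with 23 nL compound for 24 hr at 37 deg C.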
A549 tox – counter-screen for Nrf2 inhibitors: cytotoxicity in A549 cells. A549 ARE-Fluc cells, CellTiter-Fluor viability, 18-24 h. Potency, µM (titrated, usually from 46 µM), inactives show at the top dose activity change, negative = cytotoxicity, most hits filed as inhibitors. 390,000 compounds, 0.16% hits; also: potency is read from the fitted curve at half-maximal effect; % is scaled to controls: 0 for no effect and ±100 for the full control effect
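A549 ARE-Fluc cells in 5% FBS OPTI-MEM, 5000 cells/well, rested 2 h then exposed to compounds in concentration-response for 18-24 h at 37 °C. Viability by CellTiter-Fluor fluorescence (Ex 405/Em 525) after 30 min; luciferase luminescence (BugLite, 15 min, RT) read afterwards.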
An asterisk follows results filed as active; [ ] = dose if it differs, or a comment. Unless noted, calls follow the shape of the dose curve; as a rule, active = well fitted curve in the direction sought with a large enough effect; inconclusive = small, poorly fitted or top-dose-only effect, or another doubt; inactive = no such curve, though single readings can be large; an effect the other way counts as inactive or inconclusive.

COc1ccc(-n2nc(C(=O)NCC(=O)N3CCN(c4ccc(F)cc4)CC3)c3ccccc3c2=O)c(OC)c1 was read as HepG2 tox -2%, TGFb inhibitor 0%, EPAC2 agonist 5%, ATXN2 expr inh 5%, S2 tox inconclusive, Nrf2 block -15%, IL-2 act -0.3, Nrf2 activator -0.9% and A549 tox -3%.
`COc1ccc(-n2c(=O)c3c4c(sc3n(Cc3cc(=O)n5c(C)cccc5n3)c2=O)CCC4)c(OC)c1` gave HepG2 tox -8%, TGFb inhibitor inconclusive, ATXN2 expr inh -1%, S2 tox inactive, Nrf2 block -9%, Nrf2 activator 6.5% and A549 tox -2%.
For C=CCSc1nnc2c(n1)OC(c1ccccn1)N(C(C)=O)c1ccccc1-2 (stereo not drawn) the results were HepG2 tox 6%, TGFb inhibitor inconclusive, EPAC2 agonist 6%, ATXN2 expr inh -26%, S2 tox inactive, IL-2 act -0.6, Nrf2 activator -0.2% and A549 tox -5%.
Screening COc1ccc(N2CCN(C(CNC(=O)OCc3ccccc3)c3ccco3)CC2)cc1 (stereo not drawn) returned HepG2 tox -24%, TGFb inhibitor -29%, EPAC2 agonist 10%, ATXN2 expr inh -2%, S2 tox inactive, Nrf2 block 1%, IL-2 act -1.1, Nrf2 activator 0.9% and A549 tox -15%.
Screening O=C(CSc1nnc(-c2ccc(O)cc2)n1Cc1ccco1)c1cccs1 returned HepG2 tox -16%, TGFb inhibitor 1%, EPAC2 agonist -11%, ATXN2 expr inh -2%, S2 tox inactive, Nrf2 block -14%, IL-2 act -3.0, Nrf2 activator -0.5% and A549 tox 0%.
For Cc1ccc(SCCCn2cncn2)cc1 the results were HepG2 tox -15%, TGFb inhibitor 24%, EPAC2 agonist 9%, ATXN2 expr inh 7%, S2 tox inactive, Nrf2 block -6%, IL-2 act 0.8, Nrf2 activator -0.9% and A549 tox 5%.
For CCn1c(SCC(=O)Nc2ccc3c(c2)OCCO3)nnc1-c1ccco1 the results were HepG2 tox -15%, TGFb inhibitor 12%, EPAC2 agonist 10%, ATXN2 expr inh 3%, S2 tox inactive, Nrf2 block 2%, IL-2 act -2.2, Nrf2 activator 0.4% and A549 tox -10%.
`Cc1ccccc1CSc1nc2[nH]ncc2c(=O)[nH]1` gave HepG2 tox -24%, TGFb inhibitor 8%, EPAC2 agonist 15%, S2 tox inactive, Nrf2 block inconclusive, IL-2 act -0.3, Nrf2 activator 4.3% and A549 tox 22%.
Cc1ccc(C2(C)NC(=O)N(CC(=O)NNC(=O)c3ccccc3F)C2=O)cc1 (stereo not drawn) was read as HepG2 tox 10%, TGFb inhibitor -23%, EPAC2 agonist 7%, ATXN2 expr inh 6%, S2 tox inactive, Nrf2 block inconclusive, IL-2 act -0.2, Nrf2 activator 4.9% and A549 tox 6%.
COc1cc(C(=O)NC(CCSC)C(=O)OCc2cc([N+](=O)[O-])cc3c2OCOC3)cc(OC)c1OC (stereo not drawn) was read as HepG2 tox -25%, TGFb inhibitor 7%, EPAC2 agonist 1%, ATXN2 expr inh -5%, S2 tox inconclusive, Nrf2 block -28%, IL-2 act -2.6, Nrf2 activator -0.7% and A549 tox 8%.
Screening O=C(CCl)Nc1c(C(=O)Nc2ccc3c(c2)OCCO3)oc2ccccc12 returned HepG2 tox 16µM*, TGFb inhibitor inconclusive, EPAC2 agonist 12%, ATXN2 expr inh -33%, S2 tox inconclusive, Nrf2 block inconclusive, IL-2 act -5.5, Nrf2 activator -2.7% and A549 tox 0%.
COc1cc(OC)cc(C(=O)N2CCC(C(=O)c3ccc(F)cc3)CC2)c1 was read as HepG2 tox 4%, TGFb inhibitor -7%, EPAC2 agonist 8%, ATXN2 expr inh 3%, S2 tox inconclusive, Nrf2 block -11%, IL-2 act -0.8, Nrf2 activator -0.1% and A549 tox -1%.
`CCc1cc(=O)oc2cc(OCC(=O)N3CCC(C(=O)O)CC3)ccc12` gave HepG2 tox -17%, TGFb inhibitor 4%, EPAC2 agonist 5%, ATXN2 expr inh 6%, S2 tox inactive, Nrf2 block 1%, IL-2 act 0.5, Nrf2 activator -0.2% and A549 tox 3%.
For COc1ccc(N2CCN(C(c3cc4ccc(C)cc4[nH]c3=O)c3nnnn3C3CCCC3)CC2)cc1 (stereo not drawn) the results were HepG2 tox -27%, TGFb inhibitor -7%, EPAC2 agonist 4%, ATXN2 expr inh 41%[activator], S2 tox inactive, Nrf2 block -17%, IL-2 act -0.6, Nrf2 activator 0.2% and A549 tox inconclusive.
Screening O=Cc1nc(-c2ccccc2Cl)n2ccccc12 returned HepG2 tox -14%, TGFb inhibitor -15%, EPAC2 agonist 5%, ATXN2 expr inh -10%, S2 tox inactive, Nrf2 block -7%, IL-2 act 0.1, Nrf2 activator 2.0% and A549 tox 1%.
`CC1CN(S(=O)(=O)c2cccc(C(=O)NN3CCN(C)CC3)c2)CC(C)O1` (stereo not drawn) gave HepG2 tox 5%, TGFb inhibitor -6%, EPAC2 agonist -2%, ATXN2 expr inh 9%, S2 tox inactive, Nrf2 block 2%, IL-2 act 0.2, Nrf2 activator 0.1% and A549 tox -3%.
`C=C(C)CNC(=S)/N=c1\scc(C)n1CC` gave HepG2 tox -15%, TGFb inhibitor -26%, EPAC2 agonist -9%, ATXN2 expr inh -24%, S2 tox inconclusive, Nrf2 block inconclusive, IL-2 act -2.9, Nrf2 activator -0.7% and A549 tox -2%.
`O=C(Cc1cccs1)NCc1cccc(CNC(=O)Cc2cccs2)c1` gave HepG2 tox 3%, TGFb inhibitor 5%, EPAC2 agonist 5%, S2 tox inconclusive, Nrf2 block inconclusive, IL-2 act 1.1, Nrf2 activator 0.3% and A549 tox 0%.
Screening CCn1cc(C(=O)NC2CCCCCC2)c(=O)c2cc(S(=O)(=O)N3CCCCC3)ccc21 returned HepG2 tox -8%, TGFb inhibitor -13%, EPAC2 agonist 18%, ATXN2 expr inh 5%, S2 tox inactive, Nrf2 block 9%, IL-2 act -2.0, Nrf2 activator 0.0% and A549 tox 1%.
C#CCNC(=O)c1ccc2sc([C@@H]3O[C@H](CO)[C@H](O)[C@H](O)[C@H]3O)nc2c1 was read as HepG2 tox 18%, TGFb inhibitor 4%, EPAC2 agonist 7%, ATXN2 expr inh 7%, S2 tox inactive, IL-2 act -0.4 and Nrf2 activator 0.6%.

Reprinted from the part before: 2 compounds; new compounds follow.
Screening CCn1cc(C(=O)NC2CCCCCC2)c(=O)c2cc(S(=O)(=O)N3CCCCC3)ccc21 returned HepG2 tox -8%, TGFb inhibitor -13%, EPAC2 agonist 18%, ATXN2 expr inh 5%, S2 tox inactive, Nrf2 block 9%, IL-2 act -2.0, Nrf2 activator 0.0% and A549 tox 1%.
C#CCNC(=O)c1ccc2sc([C@@H]3O[C@H](CO)[C@H](O)[C@H](O)[C@H]3O)nc2c1 was read as HepG2 tox 18%, TGFb inhibitor 4%, EPAC2 agonist 7%, ATXN2 expr inh 7%, S2 tox inactive, IL-2 act -0.4 and Nrf2 activator 0.6%.
`COc1ccc2cc(Br)ccc2c1CC(=O)NC(C)C` gave HepG2 tox 0%, TGFb inhibitor 0%, EPAC2 agonist -10%, ATXN2 expr inh -26%, S2 tox inactive, Nrf2 block -30%, IL-2 act 0.6, Nrf2 activator -0.1% and A549 tox 0%.
Cc1ccccc1NC(=O)COC(=O)/C=C/c1cn(-c2ccccc2)nc1-c1cccnc1 was read as HepG2 tox 9%, TGFb inhibitor -16%, EPAC2 agonist 7%, ATXN2 expr inh 0%, S2 tox inactive, Nrf2 block -12%, IL-2 act -0.7, Nrf2 activator 9.3% and A549 tox 3%.
For COc1ccc(CCNC(=O)c2ccc(=O)[nH]n2)cc1OC the results were HepG2 tox 6%, TGFb inhibitor -16%, EPAC2 agonist -11%, ATXN2 expr inh -6%, S2 tox inactive, Nrf2 block 23%, IL-2 act 2.2, Nrf2 activator -0.7% and A549 tox -6%.
CCN(CC)C(=O)Cc1cn(C)c2ccccc12 was read as HepG2 tox 1%, TGFb inhibitor 4%, EPAC2 agonist 2%, ATXN2 expr inh 4%, S2 tox inactive, Nrf2 block 2%, IL-2 act 0.2, Nrf2 activator -0.5% and A549 tox 1%.
`CCOc1ccc(C(=O)c2cccs2)cc1` gave HepG2 tox -44%, TGFb inhibitor -6%, EPAC2 agonist 9%, ATXN2 expr inh 46%[activator], S2 tox inactive, Nrf2 block 17%, IL-2 act 0.1, Nrf2 activator 3.8% and A549 tox -11%.
`Nc1ncnc(NNC(=O)CNC(=O)c2c(F)cccc2Cl)c1[N+](=O)[O-]` gave HepG2 tox -3%, TGFb inhibitor inconclusive, EPAC2 agonist 1%, ATXN2 expr inh 1%, S2 tox inactive, Nrf2 block 5%, IL-2 act -2.6, Nrf2 activator -0.1% and A549 tox -12%.
Screening C=C(C)COC(=O)c1ccccc1C(=O)OCC1(C)CO1 (stereo not drawn) returned HepG2 tox -12%, TGFb inhibitor 6%, EPAC2 agonist 5%, ATXN2 expr inh 2%, S2 tox inactive, Nrf2 block -17%, IL-2 act -1.9, Nrf2 activator -0.2% and A549 tox -3%.
For OCCC1CN(Cc2ccn[nH]2)CCN1Cc1ccc(F)c(F)c1 (stereo not drawn) the results were HepG2 tox 23%, TGFb inhibitor 14%, EPAC2 agonist 7%, ATXN2 expr inh 20%, S2 tox inactive, Nrf2 block -20%, IL-2 act 0.2, Nrf2 activator -0.4% and A549 tox -2%.
`CC1CCCC(C)N1C(=O)COc1ccc(-c2nnco2)cc1` (stereo not drawn) gave HepG2 tox 5%, TGFb inhibitor -1%, EPAC2 agonist -3%, ATXN2 expr inh -5%, S2 tox inactive, Nrf2 block 8%, IL-2 act 1.2, Nrf2 activator 0.8% and A549 tox 6%.

Source: PubChem
